Source: PubChem BioAssay (several laboratories)
G6PDH CS: L. mesenteroides G6PDH inhibition counter-screen; inhibition, % at 5 µM; Purified L. mesenteroides G6PDH, diaphorase/resazurin coupled fluorescence, 45 min; actives 0.12% (n = 200,000); in the data active means inhibition above about 50%
FLuc inh counter: counter-screen for luciferase assay inhibitors: firefly luciferase inhibition. P08659. ATPLite firefly luciferase biochemical luminescence, 10 min. inhibition, % at 10 µM. actives 1.5% (n = 200,000). AID 1006;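 active means inhibition above about 50% when tested at 10 µM, limit read from the data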
Target sequence (P08659 whole entry, looked up): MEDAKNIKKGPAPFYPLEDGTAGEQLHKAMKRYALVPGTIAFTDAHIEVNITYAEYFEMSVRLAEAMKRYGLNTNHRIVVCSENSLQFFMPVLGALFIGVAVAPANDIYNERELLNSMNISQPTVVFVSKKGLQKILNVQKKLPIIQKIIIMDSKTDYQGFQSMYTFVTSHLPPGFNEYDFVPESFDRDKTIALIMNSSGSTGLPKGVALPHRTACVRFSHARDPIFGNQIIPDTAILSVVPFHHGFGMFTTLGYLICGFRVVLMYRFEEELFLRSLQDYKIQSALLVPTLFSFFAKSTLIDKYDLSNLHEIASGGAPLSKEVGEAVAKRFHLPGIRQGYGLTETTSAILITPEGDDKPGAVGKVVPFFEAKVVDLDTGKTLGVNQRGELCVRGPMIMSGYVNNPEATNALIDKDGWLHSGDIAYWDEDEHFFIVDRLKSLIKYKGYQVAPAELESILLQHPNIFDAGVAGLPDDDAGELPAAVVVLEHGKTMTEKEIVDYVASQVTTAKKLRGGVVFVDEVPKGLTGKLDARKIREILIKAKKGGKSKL
TLR4 MyD88 comp: blocks binding of human TLR4 to MyD88 | O00206+Q99836 | inhibition, % at 8.4 µM | actives 0.18% (n = 200,000) | HeLa CL3-4 TLR4/MyD88 BLA complementation, FRET ratio; in the data active means inhibition above about 25%;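 further: 0% = vehicle and 100% = reference inhibitor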
APP 5'UTR act: activates APP 5'UTR luciferase reporter; SH-SY5Y APP 5'UTR luciferase reporter, luminescence; zero percent = DMSO vehicle wells; activation, % at 2 µM; actives 1% (n = 190,000);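 active means activation above a set limit, based on mean plus 3 SD of controls, cut at about 140% in these data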; further: values of inactives mirror those of a sister screen read the other way
APP 5UTR inh: APP translation inhibition. SH-SY5Y APP 5'UTR-luciferase reporter, luminescence. inhibition, % at 2 µM. actives 0.82% (n = 190,000). AID 1285;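 active means inhibition above a set limit, derived from the sample mean plus 3 SD, cut at about 45% in these data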; further: values of inactives mirror those of a sister screen read the other way
Diaph inh CS: inhibits diaphorase or chemically oxidizes, flagging diaphorase assay artifacts | diaphorase resazurin-to-resorufin fluorescence, NADH, 16 min; bacterial (C. kluyveri) enzyme, not human | inhibition, % at 20 µM | actives 0.69% (n = 190,000);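 active means primary screen inhibition at 20 µM above a set limit, cut at about 50% in these data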;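 further: plate controls were DMSO with full reaction for no effect and wells lacking NADH for full effect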
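System: Bacterial diaphorase enzyme (C. kluyveri) | Incubation: 16-min room-temperature incubation before reading | Benchmarks: No-NADH positive control and DMSO neutral control | Measured by: Resorufin fluorescence 544/590 nm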
NF-kB expr up: compounds increasing NF-kB expression in human neuronal cells. NF-kB reporter expression; hits give high values. fold change at 12.5 µM. actives 1.6% (n = 190,000). AID 1239; in the data active means fold change above about 3.3
Diaph act CS: activates diaphorase or chemically reduces, flagging diaphorase assay artifacts | Diaphorase/resazurin coupled assay, resorufin fluorescence, 16 min; hits give high values; 1 = vehicle wells, 0 = NADH-free wells | activation factor at 20 µM | actives 0.005% (n = 190,000);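 active means diaphorase activity raised at least twofold by the compound at 20 µM; inactive means activation factor below 2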
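System – purified diaphorase enzyme from Clostridium kluyveri · Input – enzyme 0.07 U/mL final · Also added – final NADH 0.114 mM, resazurin 0.1 mM · Measured by – fluorescence of resorufin, 544 nm excitation, 590 nm emission · Timing – 16 min enzyme reaction, ambient temperature · Measure – resorufin increase flagging diaphorase activators or reducers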
STAT1 act: activators of IFN-gamma induced STAT1 signaling; activation (% of control), % at 5.5 µM; NIH 3T3 STAT1-luciferase reporter, luminescence; 100% = IFN-gamma alone, no compound; actives 2.6% (n = 200,000);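 active means activation above the screen-wide mean activation plus 3 SD, cut at about 130% in these data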;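 further: raw ratio to IFN-gamma control signal so 100% means no change and 0% no light; values of inactives mirror those of a sister screen read the other way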
FLuc stim CS: affects firefly luciferase, flagging false hits in luciferase stimulation screens. P08659. ATPlite luciferase biochemical, luminescence, 10 min; 0 = ATP-free wells, 1 = DMSO control. activation factor at 10 µM. 200,000 tested, under 10 active. AID 1027;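 active means luciferase activation factor, scaled between plate controls, of at least 2 with compound at 10 µM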
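Assay system – cell-free luciferase reagent · Medium – PBS-based ATP solution · Dosing – test compounds dosed from 2 mM stocks in 100% DMSO · Timing – 10 min, room temperature · Technique – light output (luminescence) · Measure – luminescence gain marking luciferase activators · Controls – No-ATP low control, compound-free enzyme-plus-ATP high control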
The depositor's hits bear a star; . = not tested or not shown.

SMILES | G6PDH CS | FLuc inh counter | TLR4 MyD88 comp | APP 5'UTR act | APP 5UTR inh | Diaph inh CS | NF-kB expr up | Diaph act CS | STAT1 act | FLuc stim CS
CCN(CC)CCCNC(=O)/C(=C\c1cccn1C)NC(=O)c1cccs1 | 0 | -3 | 7 | 0 | 0 | -1 | 1.4 | 1 | 97 | 1
CC1SC(C)C(=O)N(CC(=O)Nc2ccc([N+](=O)[O-])cc2)C1=O (stereo unspecified) | 5 | -1 | -2 | 10 | -10 | 14 | 0.91 | 0.9 | 97 | 1
Nc1nc2c(s1)C(=O)CC(c1ccccc1)C2 (stereo unspecified) | -1 | -3 | 9 | 2 | -2 | 21 | 1.2 | 0.8 | 104 | 1
N#Cc1c(NC(=O)CSc2nnc(-c3ccncc3)n2CC2CCCO2)sc2c1CCCC2 (stereo unspecified) | -1 | -2 | 4 | -1 | 1 | 25 | 0.7 | 0.8 | 99 | 1
CN(CCOC(=O)c1ccc2c(c1)OCCO2)Cc1ccccc1 | -2 | 5 | 3 | 4 | -4 | 8 | 0.99 | 0.9 | 103 | 0.9
CS(=O)(=O)N1CC2CCCN2c2cc(C(F)(F)F)ccc21 (stereo unspecified) | -4 | 0 | -2 | 9 | -8 | 2 | 1.4 | 1 | 95 | 1
Cn1cnnc1Sc1cc(N2CCN(S(=O)(=O)c3ccc(Cl)c(Cl)c3)CC2)ccc1[N+](=O)[O-] | -52 | -12 | 7 | 5 | -5 | 15 | 0.72 | 0.8 | 98 | 1.1
COc1cc(OC)c2c(c1)OC(c1ccc(OC)c(OC)c1)C(O)C2=O (stereo unspecified) | -11 | -7 | -4 | -9 | 9 | -6 | 0.73 | 1.1 | 106 | 1.1
CCN1CC(CN(C)Cc2nc(-c3ccco3)oc2C)CC1=O (stereo unspecified) | 15 | -4 | -9 | 23 | -23 | 3 | 1.1 | 1 | 100 | 1
O=C(Nc1ccc(F)cc1)c1ccccc1CC[N+](=O)[O-] | 11 | 0 | 8 | 17 | -17 | 14 | 1.1 | 0.9 | 102 | 1
O=C1CCCC/C1=N\Nc1ccc(OCc2ccccc2)cc1 | -3 | 0 | -15 | 24 | -24 | 4 | 1.1 | 1 | 98 | 1
COC(=O)[C@H]1C[C@@H]1[C@H](NS(=O)(=O)c1ccc2ccccc2c1)c1ccccc1 | 9 | -1 | -6 | 14 | -14 | 10 | 1.1 | 0.9 | 93 | 1
CSc1cc(C)n(-c2ccccc2)c(=S)c1C(C)=O | 1 | -6 | 5 | -7 | 7 | 19 | 1.1 | 0.8 | 96 | 1.1
CCN(CC)C(=S)NC(=O)c1ccc(OC)c(Br)c1 | 5 | -7 | -17 | 7 | -7 | 4 | 1.1 | 1 | 96 | 1.1
COc1ccc(-c2onc(C)c2-c2ccc(C(=O)OC(C)C)o2)c(O)c1 | -1 | -3 | -2 | -1 | 1 | 22 | 0.88 | 0.8 | 95 | 1
COc1ccc(C(=O)Nc2ccc([N+](=O)[O-])cn2)cc1OC | 4 | -2 | -19 | -1 | 1 | 10 | 0.99 | 0.9 | 89 | 1
CCC(C(=O)NCc1ccco1)N(C(=O)CNS(=O)(=O)c1ccc(C)cc1)c1ccccc1OC (stereo unspecified) | 2 | -8 | 2 | 2 | -2 | 11 | 0.93 | 0.9 | 98 | 1.1
NC1=NC(=O)C(CC(=O)Nc2ccc3c(c2)OCO3)S1 (stereo unspecified) | 2 | -2 | 0 | -10 | 10 | -16 | 1.1 | 1.2 | 102 | 1
C=CCNC(=O)c1onc(CSc2cccc3ccccc23)c1C(=O)O | 5 | -1 | 2 | 10 | -10 | 12 | 1.3 | 0.9 | 102 | 1
CCOC(=O)CSc1nc2c(sc(=S)n2-c2ccccc2OC)c(=O)n1Cc1ccco1 | 17 | -6 | -6 | -11 | 11 | 24 | 0.89 | 0.8 | 102 | 1.1
CCCN1CCC(NC(=O)Nc2ccccc2C(=O)OC)CC1 | 4 | -8 | 3 | -12 | 12 | 2 | 0.91 | 1 | 101 | 1.1
COc1ccc(/C=C2\N=C3CCCCCN3C2=O)cc1 | 9 | 18 | -3 | 5 | -5 | 0 | 0.86 | 1 | 104 | 0.8
O=C(CSc1nnc(Cn2nnc3ccccc32)o1)Nc1cccc(Cl)c1 | 8 | -5 | 2 | -11 | 11 | 18 | 1.1 | 0.8 | 105 | 1
COCCOC(=O)C1=C(C)Nc2nc(C)nn2C1c1ccc(F)cc1 (stereo unspecified) | 3 | -2 | -3 | -2 | 2 | 2 | 1.3 | 1 | 95 | 1
CC1CCN(CC(=O)Nc2cc(C(F)(F)F)ccc2Cl)CC1 | 0 | -6 | 2 | -12 | 12 | 14 | 1.3 | 0.9 | 101 | 1.1
More entries:
SMILES | G6PDH CS | FLuc inh counter | TLR4 MyD88 comp | APP 5'UTR act | APP 5UTR inh | Diaph inh CS | NF-kB expr up | Diaph act CS | STAT1 act | FLuc stim CS
O=C(NCCCN1CCN(c2ccccc2F)CC1)C1CC(=O)N(C2CCCC2)C1 (stereo unspecified) | 2 | -5 | -9 | -5 | 5 | 7 | 0.94 | 0.9 | 98 | 1
CO/N=C/NC(=O)c1c(OC)ccnc1Oc1ccccc1 | 9 | -4 | -3 | 6 | -6 | -19 | 1.1 | 1.2 | 99 | 1
CC/C(=N\O)C(C)(C)/[N+]([O-])=C/c1ccc(Br)cc1 | 7 | -4 | 2 | 6 | -6 | 12 | 1.3 | 0.9 | 102 | 1
CC(=O)c1cccc(CN2CCC(CO)(Cc3ccccc3)CC2)c1 | 1 | -3 | 7 | -6 | 6 | 5 | 1 | 0.9 | 96 | 1
Clc1ccc(Cc2nn3c(-c4ccncc4)nnc3s2)cc1 | . | . | 12 | -9 | 9 | . | . | . | 94 | .
CN(C)/C(Cn1cncn1)=C1/N=C(c2ccccc2)OC1=O | 0 | 0 | -18 | -4 | 4 | 17 | 1.1 | 0.8 | 105 | 1
Cc1cccc(C)c1OCC(O)CN1CCN(c2ccccc2)CC1 (stereo unspecified) | 4 | -6 | -10 | 12 | -12 | 9 | 1.1 | 0.9 | 104 | 1.1
Cc1cc(C(=O)CN2C(=O)c3ccccc3C2=O)c(C)n1C1CC1 | 6 | 1 | -9 | 19 | -19 | 0 | 1.2 | 1 | 120 | 1
COc1ccc(CNC(=O)C2CCCN2CCc2ccccc2)cc1OC (stereo unspecified) | 4 | -7 | -4 | 2 | -2 | 11 | 0.85 | 0.9 | 94 | 1.1
CC(=O)c1cccc(NS(=O)(=O)c2ccc(N/C=C/C(=O)c3ccc(F)cc3)cc2)c1 | -16 | -3 | -3 | 3 | -3 | 13 | 0.55 | 0.9 | 103 | 1
Cc1nc2ncnn2c(Nc2ccc3c(c2)OCO3)c1Cc1ccccc1 | 8 | 7 | 0 | 5 | -5 | -6 | 1.2 | 1.1 | 100 | 0.9
Cc1cc(N2CCOCC2)ccc1/C=C1\NC(=O)N(CC(=O)Nc2ccccc2C)C1=O | 4 | 6 | 8 | -6 | 6 | 13 | 1.2 | 0.9 | 109 | 0.9
CCOC(=O)N1CCC(NC(=O)c2cc3c(-c4ccc(Cl)cc4)nn(C)c3s2)CC1 | 1 | -9 | -9 | 12 | -12 | 3 | 0.82 | 1 | 89 | 1.1
CCOc1ccc(-c2nc(-c3ccccc3)no2)cc1OCC | 7 | -3 | -10 | . | . | 13 | 2.3 | 0.9 | 124 | 1
O=C(NCc1ccc(N2CCCC2=O)cc1)c1cn(CCc2ccccc2)nn1 | 3 | -1 | 5 | 4 | -4 | 10 | 1 | 0.9 | 101 | 1
Cc1ccc(CNC(=O)c2ccc(NS(=O)(=O)c3c(C)noc3C)cc2)cc1 | 3 | -4 | -13 | -9 | 9 | 18 | 1.1 | 0.8 | 105 | 1
CCN(CC)C(=O)Cn1c(=O)n(CCCC(=O)NCc2ccccc2)c(=O)c2sccc21 | -5 | -2 | 1 | 0 | 0 | 5 | 1.2 | 0.9 | 98 | 1
COc1ccc(/C=N/N2CCOCC2)cc1COc1ccc(Cl)cc1 | 11 | 2 | -11 | 16 | -16 | 6 | 1.5 | 0.9 | 99 | 1
CC(c1cccs1)N(C(=O)Nc1ccccc1)C1CCCCC1 (stereo unspecified) | -6 | -6 | 7 | 10 | -10 | 10 | 1 | 0.9 | 102 | 1.1
O=C(NCCN1CCN(c2ccccc2F)CC1)c1cccn2c(=O)c3ccccc3nc12 | -1 | -6 | -9 | -4 | 4 | 36 | 0.39 | 0.6 | 95 | 1.1
O=C(Nc1ccc(NC(=S)NC(=O)c2cccs2)cc1)c1ccco1 | 12 | -6 | 1 | 3 | -3 | . | 1 | . | 100 | 1.1
O=C(CCl)c1ccc2c(c1)CCN2C(=O)C1CCCCC1 | 5 | -1 | 27* | -15 | 15 | 16 | 1.6 | 0.8 | 94 | 1
O=C(CN1CCCCC1)Nc1ccc(S(=O)(=O)N2CCOCC2)cc1 | 10 | -4 | 6 | 9 | -9 | -6 | 1.3 | 1.1 | 99 | 1
CCC(=O)Nc1ccc(S(=O)(=O)NCCc2ccccc2)cc1 | 0 | -4 | 0 | 20 | -20 | 16 | 0.84 | 0.8 | 99 | 1
CCNc1nc(NC(C)C)nc(N(n2cnnc2)S(=O)(=O)c2ccc(C)cc2)n1 | 13 | -2 | -9 | -12 | 12 | 12 | 0.93 | 0.9 | 93 | 1
More records follow:
SMILES | G6PDH CS | FLuc inh counter | TLR4 MyD88 comp | APP 5'UTR act | APP 5UTR inh | Diaph inh CS | NF-kB expr up | Diaph act CS | STAT1 act | FLuc stim CS
O=C1c2ccccc2NC(c2ccco2)N1/N=C/c1ccco1 (stereo unspecified) | 10 | -2 | -5 | 13 | -14 | 9 | 1.4 | 0.9 | 109 | 1
CC(=O)Nc1ccc2nc(SCC(=O)N3CCOCC3)sc2c1 | 4 | -1 | -14 | 5 | -5 | 12 | 1.3 | 0.9 | 103 | 1
O=C(c1ccccc1F)N1CCN(c2ccccc2F)CC1 | 6 | -7 | -11 | 25 | -25 | 14 | 1.1 | 0.9 | 100 | 1.1
Cc1ccccc1-n1c(O)c(/C=N/N2CCCCC2c2cccnc2)c(=O)[nH]c1=O (stereo unspecified) | 6 | -4 | 0 | 2 | -2 | 22 | 1.2 | 0.8 | 98 | 1
Cc1cc(C)cc(NC(=S)N2CCC(NC(=O)c3ccccc3C)CC2)c1 | 4 | -4 | 6 | 6 | -6 | 29 | 1.1 | 0.7 | 96 | 1
COc1ccc(-c2cc(C(=O)Nc3cc(C)on3)no2)cc1OC | 8 | -8 | 16 | -9 | 10 | 14 | 1.1 | 0.9 | 89 | 1.1
